High-throughput results deposited in PubChem by several laboratories.
Vif imaging – HIV Vif self-association inhibitors, primary screen, imaging, HEK293T, single point | inhibition, % at 7.49 µM | HEK293T cells, Vif self-association by quenched fluorescence, 24 h | AID 602346, 2012 | 340,000 tested, 0.35% active; in the data active means inhibition above about 50%, passing the limit was not always enough; inconclusive means no clear call, values can overlap the other calls; inactive means below about 31%; further: some results filed as inactive read as strong as hits
Peg3 promoter – Peg3 promoter-driven luciferase inhibitors, primary screen, cell-based, HeLa, luciferase luminescence; 360,000 tested, 1.7% active; HeLa PEG-Prom luciferase reporter, overnight; AID 588405, 2011; inhibition, % at 20 µM;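 active means inhibition of at least 50% at 20 µM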
NR2E3 ag-1 – inhibitors of NR2E3-RetCOR corepressor binding, primary screen, NR2E3 agonist project, biochemical, TR-FRET, GST-NR2E3, biotin-RetCOR. Photoreceptor-specific nuclear receptor (Homo sapiens), Q9Y5X4. 1536-well. inhibition of corepressor binding, % at 4.78 µM. 320,000 tested, 0.12% active. AID 2300, 2010;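 active means percent inhibition above the cutoff of mean plus 3 SD of all tested compounds, set per screening campaign, cut at about 20% in these data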;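 further: 0% = DMSO wells and 100% = biotin wells as full block of FRET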
Target sequence (Q9Y5X4 whole entry, looked up): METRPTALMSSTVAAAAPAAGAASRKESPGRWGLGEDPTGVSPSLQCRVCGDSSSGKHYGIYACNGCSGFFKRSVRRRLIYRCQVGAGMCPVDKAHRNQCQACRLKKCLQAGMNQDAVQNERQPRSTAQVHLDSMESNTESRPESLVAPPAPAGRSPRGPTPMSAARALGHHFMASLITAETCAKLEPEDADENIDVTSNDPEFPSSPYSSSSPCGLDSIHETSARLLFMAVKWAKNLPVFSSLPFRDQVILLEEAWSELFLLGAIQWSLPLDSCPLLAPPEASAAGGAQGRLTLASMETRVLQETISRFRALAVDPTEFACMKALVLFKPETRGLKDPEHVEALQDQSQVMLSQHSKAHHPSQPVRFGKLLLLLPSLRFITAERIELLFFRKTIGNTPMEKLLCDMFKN
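Assay system: NR2E3–RetCOR corepressor complex. Quantity: 1.35 nM GST-NR2E3. Buffer or medium: pH 7.5 Tris-based buffer. Reagent: biotinylated RetCOR corepressor at 7 nM final. Schedule: 5 h at 4 °C. Detection: TR-FRET, emission read at 617 and 671 nm. Replicates: one well per compound, singlicate testing.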
iPSC survival up – enhancers of single-cell hiPSC survival, primary screen, ATPlite luminescence; 360,000 tested, 0.044% active; 100% = ROCK inhibitor wells, 0% = DMSO; AID 602274, 2012; survival enhancement, % at 20 µM; in the data active means survival enhancement above about 18%;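 further: cells exposed to compounds for 16 hours before the ATP read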
CaV13 FRET inh – Primary screen for inhibitors of IQ motif and Ca2+-dependent inactivation inhibitor domain binding in CACNA1D, Förster resonance energy transfer in living cells, …. HEK cells, CFP/YFP FRET ICDI-IQ, plate reader, 10 min; percent FRET-ratio fall versus neutral wells. inhibition, % at 12.3 µM. 340,000 tested, 0.098% active. AID 743397;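 active means mean replicate inhibition of at least 30% and at least 1% of replicates passing that level; inconclusive means only one of the two criteria is met; inactive means neither criterion is met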;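 further: 0% = median of the neutral control wells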
HIF-2a block – HIF-2a reporter inhibitors, primary screen, luminescence, 786-0 RCC cells; AID 624352, 2012; 786-0 RCC cells HIF-2a reporter, luciferase luminescence, overnight; inhibition, % at 18.8 µM; 360,000 tested, 0.72% active;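 active means inhibition of the luminescence signal of 40% or more relative to plate controls, in a single-dose primary screen at 18.75 µM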
aDG glyco act – activators of alpha-DG glycosylation, primary screen, uHTS, Pro5-aDG cells, AlphaScreen. alpha-DG glycosylation AlphaScreen (IIH6); 0% Pro5, 100% B10-LARGE cell signal. activation, % at 10 µM. AID 624168, 2012. 360,000 tested, 0.22% active;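 active means activation of at least 8% versus controls, or a plate z-score of at least 8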;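 further: Pro5 are CHO cells carrying HIG-tagged alpha-DG that lacks glycosylation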
NR2E3 ag-2 – NR2E3 agonists in two-hybrid cells, primary screen, cell-based, luminescence, CHO-S, Gal4-NCOR/VP16-NR2E3; Photoreceptor-specific nuclear receptor (Homo sapiens), Q9Y5X4; AID 602229, 2012; luciferase; inhibition of corepressor binding, % at 3.98 µM; 360,000 tested, 0.35% active;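 active means inhibition above the mean of all tested compounds plus 3 SD, cut at about 70% in these data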;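 further: 0% = DMSO with NR2E3 transfected cells and 100% = cells lacking NR2E3 construct; higher means lower luciferase signal from less NR2E3 corepressor binding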
MITF TRPM1 inh – inhibitors of MITF-dependent TRPM1 promoter reporter, primary screen, cell-based, SK-MEL-5, single point, luciferase | SK-MEL-5 TRPM1 promoter luciferase, 24 h | inhibition, % at 12.5 µM | 330,000 tested, 0.83% active | AID 488899, 2010;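 active means mean inhibition across replicates of 60% or more, whatever share of single replicates reaches that level; inconclusive means some that reach 60%, reason not given; inactive means mean inhibition across replicates below 60%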; further: values of inactives mirror those of a sister screen read the other way
PDI inh – inhibitors of human PDI, primary screen, biochemical, turbidity, single point, plate reader; Protein disulfide-isomerase (Homo sapiens), P07237; PDI insulin aggregation turbidity, A650, 90 min; inhibition, % at 10 µM; 350,000 tested, 0.052% active; AID 588391, 2011;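 active means mean inhibition across replicates of 30% or more, whatever share of single replicates reach that level; inconclusive means mean inhibition below 30% while every single replicate reaches 30%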;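 further: absorbance from insulin aggregation driven by PDI reduction with DTT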
Target sequence (P07237 whole entry, looked up): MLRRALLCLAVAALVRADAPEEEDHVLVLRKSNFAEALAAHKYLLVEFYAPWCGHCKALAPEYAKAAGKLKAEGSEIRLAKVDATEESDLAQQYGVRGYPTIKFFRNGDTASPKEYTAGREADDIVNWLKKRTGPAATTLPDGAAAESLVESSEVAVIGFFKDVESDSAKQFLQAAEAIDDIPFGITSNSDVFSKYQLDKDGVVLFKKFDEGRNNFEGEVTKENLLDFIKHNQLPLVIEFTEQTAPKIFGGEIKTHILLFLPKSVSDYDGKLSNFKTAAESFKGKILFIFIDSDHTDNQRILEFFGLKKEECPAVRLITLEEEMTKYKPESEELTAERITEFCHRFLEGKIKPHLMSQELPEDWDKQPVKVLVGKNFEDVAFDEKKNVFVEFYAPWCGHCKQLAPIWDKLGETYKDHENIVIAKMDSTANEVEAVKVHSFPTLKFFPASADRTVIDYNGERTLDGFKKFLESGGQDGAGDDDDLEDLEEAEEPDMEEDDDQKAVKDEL
Exocytosis inh – LAMP-1 surface exposure blockers, TALL-104 cells – cell-based, flow cytometry, MLPCN library, primary screen; TALL-104 LAMP-1 surface exposure; cells stimulated with thapsigargin and PMA; inhibition, % at 10 µM; 360,000 tested, 0.66% active; AID 651702, 2012;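 active means inhibition above about 55%, limit read from the data; inconclusive means no clear call, values can overlap the other calls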
Starred values were filed as active, the others as inactive; ? = inconclusive; · = not tested or not shown.

Value order: Vif imaging	Peg3 promoter	NR2E3 ag-1	iPSC survival up	CaV13 FRET inh	HIF-2a block	aDG glyco act	NR2E3 ag-2	MITF TRPM1 inh	PDI inh	Exocytosis inh
Cc1ccc(OCC(=O)NNC(=O)C(=O)N2CCCC2)c(C)c1
    -7	5	2	0.3	-6	9	0.0	10	5	-9	-3
CCN1CCN(c2ccc(S(=O)(=O)N3CCCCC3)cc2NC(=O)Cc2ccccc2)CC1
    1	16	0	-0.6	-13	4	-0.4	-6	4	1	9
Cc1ccc(S(=O)(=O)N2CC(C(=O)O)=CC[C@H]2c2ccc3c(c2)OCO3)cc1
    ?	-2	2	0.3	-11	10	-0.1	-8	11	1	-2
COc1ccc(/C=N\NC(=O)CC(=O)Nc2cccc(Cl)c2)cc1OC
    -3	-14	0	1.0	-6	10	0.0	-10	-1	-2	-1
Cc1nc2ccccc2c2oc(C(=O)NCCCN3CCCC(C)C3)cc12 (stereo not given)
    -7	-5	4	0.0	-7	17	-0.2	18	3	-7	6
CCn1c(CNc2ccc(C)cc2C)nnc1SCC(=O)N1CCCc2ccccc21
    7	5	-1	3.7	-3	2	0.4	3	12	0	2
CCCc1nnc2c(N(C)S(=O)(=O)c3ccccc3)nc3ccccc3n12
    -12	25	1	-0.1	-6	12	0.3	19	-14	-5	-4
CCn1nc(NC(=O)c2ccccn2)c2cc3cc(C)ccc3nc21
    -13	-113	-3	2.6	3	-136	0.7	-11	-28	-6	-1
Cc1ccc(-c2nnc(-n3ncc(C#N)c3N)c3ccccc23)cc1C
    -2	20	-1	-1.3	-3	20	0.3	-12	10	6	1
COc1ccc(CCNC(=O)COc2ccc(S(=O)(=O)NC(C)C)cc2Cl)cc1OC
    4	18	0	3.8	-9	5	0.1	-13	3	-5	-1
Cc1ccc2[nH]c(=O)c(COC(=O)C3CCCO3)cc2c1 (stereo not given)
    8	-3	-1	1.6	-2	-3	-0.3	-3	4	-16	1
COC(=O)C1=C(C)NC(C)=C(C(=O)OC)C1/C=C/c1ccccc1
    23	-4	5	1.8	-6	-8	0.1	-10	-6	-1	-1
Cc1nc(-c2cc(C#N)c(Sc3ccc(Cl)cc3Cl)nc2C)cs1
    -3	7	-1	-0.5	-7	11	0.0	-17	4	-3	-11
NC(=O)C1CCN(C(=O)c2cccc(S(=O)(=O)N3CCCC3)c2)CC1
    0	8	·	-0.7	-8	4	0.0	25	-14	3	12
COc1ccc(S(=O)(=O)N2CCN(C(=O)c3cc(-c4ccc(Br)cc4)n[nH]3)CC2)cc1OC
    -2	35	-2	-0.4	-7	15	0.3	9	22	-6	3
Nc1nc(-c2ccc(Cl)cc2)c(S(=O)(=O)c2ccccc2)s1
    -2	9	4	-0.5	-1	24	0.6	38	-29	-3	1
COc1cc(C)nc(Oc2ccc(OCc3ccccc3)nn2)n1
    ·	12	0	-3.2	-5	6	0.4	-13	13	-5	-2
O=C(NCCN1CCOCC1)c1c(O)nc2ccccn2c1=O
    -3	-3	-1	-0.7	-2	5	0.0	6	-7	6	-8
Cc1ccc(NC(=O)Cn2c([N+](=O)[O-])cnc2C)cc1
    -7	1	-3	-0.6	-6	19	-0.3	2	-4	-1	-1
N#C/C(=C/c1ccc([N+](=O)[O-])cc1)C(=O)Nc1ccccc1O
    -1	-124	1	6.5	-5	-165	-0.1	-23	2	-1	7
CC(=O)c1cccc(-c2ccnc3c2CC(C(=O)Nc2cccnc2)O3)c1 (stereo not given)
    ·	14	·	-1.8	-7	18	-0.2	-12	·	-4	-6
Fc1ccccc1-c1ccc(/C=N/Nc2nc3ccccc3[nH]2)o1
    7	-226	4	-4.3	54*	-184	-0.1	-123	-4	-8	70*
O=C(Nc1ccccc1NC(=O)c1c(F)cccc1F)c1c(F)cccc1F
    0	15	6	0.4	-3	20	0.1	-5	-7	-4	-6
COc1cccc(C2=NNC(=NCc3ccccc3)SC2)c1
    1	-105	-2	-1.0	-4	-178	-0.1	-50	-79	-3	-2
Cc1ccc(NC(=O)C(C)NS(=O)(=O)c2ccc(F)cc2)cc1C (stereo not given)
    -2	-4	-1	-1.2	-6	20	0.2	6	-1	4	-1
COCCCNC(=O)/C=C1\Sc2ccccc2N(Cc2ccccc2F)C1=O
    -1	-109	-1	-0.6	-18	-122	0.5	-18	-49	6	3
COc1cccc(-c2nc(NCC3CCCO3)c3ccccc3n2)c1O (stereo not given)
    -10	15	2	0.8	-4	-2	-0.6	-6	-8	-4	2
O=C1c2ccccc2C(=O)c2c1ccc1c(=O)n(-c3ccccc3)[nH]c21
    1	-17	-5	-1.1	-7	-96	0.7	-63	22	-3	-4
CCN(C(=O)COC(=O)/C=C/c1c(C)nn(Cc2ccc(C)cc2)c1C)C1CCS(=O)(=O)C1 (stereo not given)
    -2	7	3	4.3	-3	1	-0.3	10	4	-5	1
CC(=O)CC1(O)C(=O)N(CN2CCN(c3ccccc3)CC2)c2ccccc21 (stereo not given)
    -4	7	2	0.5	-8	9	0.3	-10	16	5	5
CCN(CC)C(=O)CSc1nnc(-c2cc(OC)cc(OC)c2)o1
    2	-4	1	-3.3	-6	-10	-0.1	13	5	4	1
COc1ccc(Cc2nnc(NC(=O)c3ccco3)s2)cc1OC
    -2	2	-1	2.5	-4	-5	-0.1	-12	-9	3	-5
CCOc1ccccc1N(CC(=O)NC1CCCC1)S(=O)(=O)c1ccc(C)cc1
    1	10	0	-0.3	-5	16	0.1	2	4	-4	43
Cc1cnc(NC(=O)c2ccc(-c3ccc([N+](=O)[O-])cc3)o2)s1
    5	-39	3	-0.4	-2	-33	0.1	-20	-20	12	-2
NC(=O)Nc1ccc(Nc2ccccc2)cc1
    -6	-12	-3	-0.6	-15	2	-0.1	-18	8	-2	-5
CCCn1c(N)c(C(=O)CSc2ncn[nH]2)c(=O)n(C)c1=O
    -1	-5	0	-0.6	-5	1	-0.1	-8	-4	-2	-8
O=C1C=CC(=O)N1c1ccc2ccccc2c1
    21	37	·	2.9	-15	-24	0.5	-46	22	-3	16
CCOc1ccc(NS(=O)(=O)c2ccc(N)cc2)cc1
    11	-7	1	2.0	-5	-13	-0.3	3	9	0	0
O=C(NCc1ccc(Cl)cc1)c1cccc2c1C(=O)N(CC1CCCO1)C2 (stereo not given)
    -5	15	1	-0.4	-7	11	-0.1	-15	-3	·	-3
N#Cc1cccc(-c2csc(C(O)c3ccc(F)cc3)n2)c1 (stereo not given)
    13	-74	·	-3.0	-10	-121	-0.2	-66	·	-3	-1
CC(C)=C1Cc2ccccc2C1=O
    -5	-1	-2	-0.5	3	6	0.0	-2	-1	5	0
CN(Cc1cccc(C(F)(F)F)c1)Cc1nc(-c2cnccn2)no1
    3	1	-4	0.0	-2	9	-0.1	19	0	1	-2
CCC1CCCCN1C(=O)c1cc(-c2ccc(Cl)c(Cl)c2)on1 (stereo not given)
    -8	-152	2	-1.9	-7	-191	0.2	-90	-59	3	0
CCN(CC)c1c(C)nc2ccc(C(=O)N3CCN(C(=O)c4ccco4)CC3)cn12
    -6	8	·	-0.8	-4	10	0.2	-14	·	6	-1
CCOc1ccc(C2/C(=C(/O)c3ccc4c(c3)CC(C)O4)C(=O)C(=O)N2CC2CCCO2)cc1 (stereo not given)
    5	1	·	1.1	-3	4	-0.2	-16	1	-13	0
CN1CCN(c2ccc(NC(=O)c3ccc(Cl)cc3Cl)cc2)CC1
    4	-142	0	-0.5	-5	-163	0.0	-54	-48	-5	1
Cc1cn(C2OC(COC(=O)c3ccccc3)C(O)C2Cl)c(=O)[nH]c1=O (stereo not given)
    -12	0	0	-2.4	-19	18	-0.1	-11	1	1	-1
Cc1sc2ncnc(SCC(=O)N3CCOCC3)c2c1C
    10	27	5	-0.2	-3	-5	0.2	32	0	7	0
Cc1nnc(SCC(=O)Nc2cccc(C(F)(F)F)c2)[nH]c1=O
    -2	1	4	-1.6	-5	16	-0.2	-7	-1	-11	-1
COc1ccc(Br)cc1C1NC(=O)NC(C)=C1C(=O)N(C)C (stereo not given)
    -4	0	-4	8.8	-5	10	0.1	-4	-2	-2	1
COCCNC(=S)N1CCC(C(=O)c2ccc3c(c2)OCCO3)CC1
    ·	-57	-1	-0.6	-5	-68	0.2	-28	-11	-7	6

Random draw from the library. About 3.5% of those tested had a hit in this group.
